# Casp6 inh = inhibitors of human caspase-6; inhibition, % at 12.5 µM; AID 686996; purified caspase-6, Z-VEID-R110 cleavage fluorescence; P55212; 0.53% of 350,000 active;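 active means mean inhibition across replicates at least about 35%, with every replicate also reaching that limit, limit read from the data; inconclusive means only one of the two criteria met; inactive means neither criterion met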;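 further: 0% = median of neutral control wells and 100% = no fluorescence left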
# Target sequence (P55212 24-179 limits assumed): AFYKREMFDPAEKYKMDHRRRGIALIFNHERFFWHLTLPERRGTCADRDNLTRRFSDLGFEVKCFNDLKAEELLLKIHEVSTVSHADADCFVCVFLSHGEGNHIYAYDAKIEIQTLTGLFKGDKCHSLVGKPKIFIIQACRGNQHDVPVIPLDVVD
# Target sequence (P55212 194-293 limits assumed): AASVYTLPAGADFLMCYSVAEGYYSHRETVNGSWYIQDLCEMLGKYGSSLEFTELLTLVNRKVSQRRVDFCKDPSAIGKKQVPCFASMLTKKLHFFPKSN
# PGC1a acetyl inh = lowers PGC1a acetylation signal in U2OS cells; inhibition, % at 15.6 µM; 0.17% of 350,000 active; AID 651687; AlphaScreen anti-acetyl-lysine; with virally co-expressed GCN5 acetyltransferase;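 active means every replicate shows inhibition of at least 40%; inconclusive means mean inhibition at least 40% but some replicate below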;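 further: 0% = neutral control wells and 100% = positive control wells; some results beyond the cut were filed as inactive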
# LGR2 antag = inhibitors of bursicon-induced Drosophila LGR2 receptor cAMP signaling; 0.35% of 380,000 active; inhibition, % at 9.99 µM; HEK293 LGR2, CRE-luciferase, bursicon-stimulated, 4 h;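 active means drop in luminescence signal, shown as inhibition above about 50% in the replicate tests, limit read from the data, passing the limit was not always enough; inconclusive means probably only some replicates passing the limit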;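 further: agonist challenge used bursicon conditioned medium at about half maximal strength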
# Cneo AK release = Cryptococcus neoformans lysis via adenylate kinase release. C. neoformans lysis, adenylate kinase release luminescence, 4 h; normalised: neutral wells 0, clomiphene wells 100. lysis activity, % at 15 µM. 0.2% of 360,000 active. AID 651654;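 active means mean lysis activity across replicates of at least 80%, whatever share of replicates individually reach that level; inactive means mean lysis activity below 80%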
#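 Material – Cryptococcus neoformans yeast cells · Quantity – 5 × 10^6 yeast cells/mL · Buffer or medium – YPD medium · Compound – single dose · Timing – 4 h static compound exposure, 37 °C, read 1 h post-reagent · Signal – adenylate kinase release luminescence · Read-out basis – lysis from increased AK signal · Benchmarks – Clomiphene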
# PAX8 reporter = PAX8 transcriptional activity inhibition | RMG-I TPO-luciferase reporter, SteadyGlo, 24 h | inhibition, % at 12.6 µM | 1.2% of 360,000 active;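 active means mean replicate inhibition at least 60% with every replicate also reaching 60%; inconclusive means only one of the two criteria is met; inactive means mean below 60% and not all replicates reaching 60%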;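 further: luciferase light reporting Pax8 driven TPO promoter activity; plate controls were median of neutral control wells for no effect and mitoxantrone controls for full effect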
# EWS-Fli inh = blocks EWS/Fli oncoprotein-driven transcription | A673 NR0B1-luciferase reporter, viability-normalised | inhibition, % at 12.6 µM | 0.67% of 350,000 active;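 active means mean inhibition of at least 50% after viability correction, with every replicate also passing that limit; inconclusive means mean reaches 50% but only one of two replicates passes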;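 further: firefly luciferase signal divided by Alamar Blue viability fluorescence both relative to DMSO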
# FN deposit inh = fibronectin deposition inhibition; inhibition, % at 12.6 µM; 0.086% of 350,000 active; AH1F fibroblasts, Alexa488-fibronectin deposition fluorescence, overnight;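 active means mean inhibition across replicates of 30% or more, regardless of how many single replicates reach that level; inconclusive means mean under 30% yet at least half of replicates reach 30%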;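 further: positive control wells lacked labelled fibronectin entirely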
#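 Assay system: AH1F fibroblast monolayer, labelled fibronectin deposition. Amount: 10000 cells per well. Also added: labelled fibronectin 24 nM. Compound: single-point pinned compound. Incubation: cell attachment 1 h, compound and FN exposure overnight. Detection: fluorescence after three HBSS washes, excitation 485 nm, emission 525 nm. Read-out: inhibition of fibronectin deposition signal.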
# miR-122 sensor = miR-122 inhibition in Huh7 cells. Huh7 miR-122 Renilla luciferase sensor, 48 h; neutral wells = 0, positive control = 100. activation (reporter increase), % at 12.5 µM. 0.3% of 340,000 active;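 active means mean replicate activation score at least 90 and every replicate individually at or above 90; inconclusive means only one of the two criteria met; inactive means neither criterion met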;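 further: higher luciferase means less miR-122 activity so hits act as miR-122 inhibitors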
# * = called active by the depositor; ? = inconclusive; . = not tested or not shown; & = joins results of further samples; [ ] = remark or other dose.
Structure,PAX8 reporter,PGC1a acetyl inh,FN deposit inh,EWS-Fli inh,Casp6 inh,LGR2 antag,miR-122 sensor,Cneo AK release
C[C@H]1CN([C@@H](C)CO)S(=O)(=O)c2ccc(C#Cc3ccccc3)cc2O[C@@H]1CN(C)C(=O)C1CC1,.,14.6,0.3,24.1,2.8,.,-3.0[16.7 µM],-0.2
COc1ccccc1C#Cc1ccc2c(c1)O[C@H](CN(C)Cc1cccnc1)[C@@H](C)CN([C@@H](C)CO)S2(=O)=O,55.7,6.1,7.8,35.0,-2.3,3.4,-40.5[16.7 µM],-6.5
O=C(C[C@H]1CC[C@H]2[C@@H](COC[C@@H](O)CN2Cc2ccccc2)O1)NCCc1ccccc1,18.7,1.6,4.6,-1.3,-2.5,5.0,-1.2[16.7 µM],0.9
CCOc1cccc2cc(C(=O)NCc3ccc(C)cc3)c(=N)oc12,4.9,.,5.2,.,-0.5,8.4,.,0.7
CN1C(=O)c2cc(NC(=O)c3cccc(F)c3)ccc2OC[C@@H]2O[C@H](CC(=O)NCC3CCCCC3)CC[C@H]21,?,1.5,4.9&4.2,12.1&3.1,-2.4&2.9,6.7&12.1,15.0[16.7 µM],-2.3&-4.9
CSCCC1NC(=O)N(CC(=O)Nc2cccc(S(=O)(=O)N3CCCCCC3)c2)C1=O (stereo unspecified),9.7,-12.4,-5.2,12.3,1.0,-10.3,7.8,3.1
CCC(C)Sc1cccc(-c2nc3cnccn3c2NC2CCCCC2)c1 (stereo unspecified),13.2,-21.8,-11.2,6.4,1.9,12.4,14.2,-2.6
COC(=O)[C@]1(C)CCC[C@@]2(C)C3CC[C@@]4(C)C[C@]3(CCC21)CC4=NO (stereo partly specified),-1.2,-46.1,-2.2,5.9,.,8.0,-4.3,6.0
C[C@H](NC(=O)C[C@@H]1C[C@@H]2c3cc(NC(=O)Nc4ccc(C(F)(F)F)cc4)ccc3O[C@@H]2[C@H](CO)O1)c1ccccc1,3.7,3.3,.,-2.1,-2.5,-13.1,2.7[16.7 µM],4.1
CCOc1ccc(OCC)c(C2C(C#N)=C(N)N(c3cccnc3)C3=C2C(=O)CC(C)(C)C3)c1 (stereo unspecified),0.7,3.1,-2.1,.,.,.,-1.5,1.1
C[C@H](CO)N1C[C@H](C)[C@H](CN(C)CC2CCCCC2)Oc2ccc(NC(=O)Nc3cccc4ccccc34)cc2CC1=O,4.0,30.7,.,4.7,2.0,-2.1,7.1[16.7 µM],0.4
O=C(CN1CCCCC1)NC(=O)NCc1ccccc1,6.1,.,3.7,.,.,-27.3,12.2,-1.6
O=C(NNC(=S)Nc1cccc(C(F)(F)F)c1)c1ccncc1,-19.7,.,8.9,1.8,-0.3,-13.2,-2.8,-0.8
Cc1cccc(/C=C2\CCC(C3CCCC3)C2=O)c1 (stereo unspecified),5.2,10.6,4.5,-75.8,-2.2,-33.0,1.5,-1.5
C/C(=N\NC(=O)CNc1cccc2ccccc12)c1ccc(Br)s1,21.9,.,-3.3,-1.0,0.8,2.8,.,.
Cc1noc(C)c1NC(=O)Nc1ccc2c(c1)C(=O)N([C@H](C)CO)C[C@H](C)[C@@H](CN(C)C(=O)Nc1cccc3ccccc13)O2,.,-0.7,2.5,-5.8,-1.8,2.6,-1.3[16.7 µM],0.8
CN(CCCOc1ccccc1Br)Cc1ccccc1,-14.1,-2.0,.,-19.9,-0.5,-10.0,2.5,.
CCCCC(c1nc2ccccc2[nH]1)n1c(-c2ccccc2)nc2ccccc21 (stereo unspecified),-14.1,-15.4,-7.6,-0.8,0.0,17.8,-3.8,-9.3
Cc1cccc(C(=O)NC(=S)N2CCN(C(=S)NC(=O)c3cccc(C)c3)CC2)c1,0.1,.,-0.6,5.8,-7.2,10.8,.,-1.2
Fc1ccc(C2=Nn3c(nnc3-c3ccco3)SC2)cc1,-24.5,-1.1,13.5,15.3,-0.9,-2.0,5.7,-0.7
COc1ccc(NC2CCCN(C(=O)CCCn3cncn3)C2)cc1 (stereo unspecified),0.8,.,3.2,4.0,-2.0,-10.8,-5.5,-1.5
Cc1cccc(N2CCN(C(=O)COc3cccc4c3OC(C)(C)C4)CC2)c1C,10.4,.,-0.5,-0.9,2.8,11.0,.,.
C/C(=N\n1c(C)nc2ccccc2c1=O)c1ccc(N)cc1,-1.9,-2.9,1.1,16.1,3.0,6.4,-5.0,-2.7
CC1(C)Oc2cc3oc(-c4cc(O)cc(O)c4)cc3cc2CC1O (stereo unspecified),.,-7.0,.,75.8*,1.8,82.5*,-4.5,-18.7
CCC1Nc2ncnc(N3CCN(c4ccccc4)CC3)c2N(Cc2ccc(Cl)cc2)C1=O (stereo unspecified),7.6,1.1,10.0,-1.7,0.3,11.9,4.1,-1.1
CN1c2ccc(-c3cccc(C#N)c3)cc2[C@@H]2[C@@H](CCN2C(=O)c2cccc(F)c2)[C@@H]1CO,-2.4,-2.4,10.8,9.4,.,18.4,-2.5[16.7 µM],-17.5
CCCNc1nc2ccccc2c(=O)[nH]1,1.5,1.2,9.3,-2.2,-0.2,-15.2,-7.3,-2.3
CCN(CC)CCCNC(=O)CN1N=C(c2ccc(OC)cc2)CCC1=O,-3.7,.,2.7,3.3,2.3,2.6,.,-0.9
C[C@@H]1CCCCO[C@@H](CN(C)C(=O)Cc2ccccc2)[C@H](C)CN([C@@H](C)CO)C(=O)c2cc(NC(=O)CCCCCC(=O)Nc3ccccc3N)ccc2O1,.,-3.8,.,9.6,1.1,12.7,5.0[16.7 µM],2.7
COc1ccc(S(=O)(=O)Nc2ccc3c(c2)C(=O)N([C@@H](C)CO)C[C@H](C)[C@@H](CN(C)Cc2ccc(Oc4ccccc4)cc2)O3)cc1,-3.8,5.1,.,10.7,-2.0,9.5,-4.7[16.7 µM],-2.1

# The list continues.
Structure,PAX8 reporter,PGC1a acetyl inh,FN deposit inh,EWS-Fli inh,Casp6 inh,LGR2 antag,miR-122 sensor,Cneo AK release
CCOC(=O)c1sc2nc3c(SCCC(=O)O)cc(C(=O)c4cc(OC)ccc4O)cn3c(=O)c2c1C,12.5,-1.6,1.1,18.5,2.0,2.5,.,.
Cc1ccc2nc(Nc3ccccc3)c(/C=N/O)c(=O)n2c1,.,-9.9,.,.,.,7.9,-4.4,1.8
CC1(C(=O)Nc2nnc(C(C)(C)C)s2)Cc2ccccc2C(=O)O1 (stereo unspecified),.,-3.8,-0.8,.,.,.,-2.8,0.7
O=C(Cn1nnc2c(cnn2-c2ccc(F)cc2)c1=O)OC1CCCCC1,-8.6,2.7,1.6,.,.,.,-3.5,-0.1
COc1cccc(NC(=O)N2C[C@@H](O)COC[C@@H]3O[C@H](CC(=O)NCc4ccccc4F)CC[C@H]32)c1,.,-2.1,1.0,.,-1.4,3.0,1.1[16.7 µM],-1.4
Cc1cc(C(=O)Nc2cccc3c2O[C@H](CN(C)C(=O)Nc2ccc(C(F)(F)F)cc2)[C@@H](C)CN([C@H](C)CO)C3=O)n(C)n1,-2.9,-0.9,.,-2.7,4.1,-9.5,6.2[16.7 µM],5.5
COc1cccc(NC(=O)NC2CCCc3ccccc32)c1 (stereo unspecified),14.2,-1.5,5.9,-7.6,1.1,20.0,-1.9,24.9
O=C(CCNC(=O)c1ccc(Br)cc1)Nc1ccccc1N1CCCC1,5.5,-2.0,2.7,0.5,1.6,-11.9,-5.8,-1.9
COCC(=O)N1CC2(CN(Cc3ccccc3)C2)c2c(n(C)c3cc(OC)ccc23)[C@H]1CO,.,6.9,-5.4,2.4,0.1,-9.5,.,.
Cc1cc(NC(=O)NC(=O)c2ccccc2)no1,-115.6,-8.1,-2.9,-82.4,-2.2,-53.7,-4.2,-2.4
CN(C)CC(C)(C)CNS(=O)(=O)c1ccc(Cl)c(Cl)c1,16.3,-1.7&1.2,0.4&5.5,1.1,-8.7,-1.9,-0.3,-0.9
Cn1nc(C(=O)Nc2cccc(C(F)(F)F)c2)c2ccccc2c1=O,13.0,9.2,-6.8,.,.,.,21.5,-2.0
COc1ccc(C)cc1NC(=O)C1CCN(S(C)(=O)=O)CC1,1.4,2.9,-9.4,3.4,-0.8,-2.8,-2.3,-1.1
CCCS(=O)(=O)c1nc(S(=O)(=O)c2ccc(C)cc2)c(N2CCC(C(N)=O)CC2)s1,4.5,-3.0,9.0,20.5,0.4,-5.1,3.0,-1.2
Cc1ccc(S(=O)(=O)N2CCN(CCOc3cccc(C)c3)CC2)cc1,8.7,.,-5.4,5.7,-1.5,-4.9,.,-0.7
O=C(NC1CCCCCC1)c1ccc(-n2cnnc2)cc1,-5.3,-1.3,8.1,-4.3,5.2,7.2,0.1,1.3
COc1ccc(/C=C/C(=O)NC(=S)Nc2ccc(N3CCN(C(C)=O)CC3)cc2)cc1,2.9,-8.2,7.2,1.4,-7.8,.,-1.4,5.1
C#CCN(C[C@@H]1[C@@H](OC(=O)NC2CCCC2)[C@@H](OC(=O)NC2CCCC2)CN(C(=O)OC(C)C)N1C(=O)OC(C)C)S(=O)(=O)c1ccc(C)cc1,79.2*,0.6,5.8,18.8,3.2,10.1,40.5,0.2
CC(C)(C)C(=O)NNC(=O)c1ccc(Oc2cc(Cl)cc(Cl)c2)o1,-8.6,-0.8,5.5,5.6,-1.9,8.2,.,.
CO[C@H]1CN(C)C(=O)c2cc(NC(=O)c3cnccn3)ccc2OC[C@H](C)N(CCc2ccccc2)C[C@H]1C,-2.3,-4.9,3.9,3.2,3.6,-3.6,.,2.3
Cc1cccc(C(=O)N2CCC(n3nnc4cc(F)ccc43)CC2)c1,4.2,-0.5,.,.,.,.,5.4,-0.1
CO[C@H]1CN(C)C(=O)c2cc(NC(C)=O)ccc2OC[C@@H](C)N(Cc2ccc(F)cc2)C[C@H]1C,.,-9.3,0.1,0.4,-0.4,3.6,5.6[16.7 µM],-0.3

# In the list so far, 2 contain a cyano group:
Structure,PAX8 reporter,PGC1a acetyl inh,FN deposit inh,EWS-Fli inh,Casp6 inh,LGR2 antag,miR-122 sensor,Cneo AK release
CCOc1ccc(OCC)c(C2C(C#N)=C(N)N(c3cccnc3)C3=C2C(=O)CC(C)(C)C3)c1 (stereo unspecified),0.7,3.1,-2.1,.,.,.,-1.5,1.1
CN1c2ccc(-c3cccc(C#N)c3)cc2[C@@H]2[C@@H](CCN2C(=O)c2cccc(F)c2)[C@@H]1CO,-2.4,-2.4,10.8,9.4,.,18.4,-2.5[16.7 µM],-17.5

# Profiles from above. Values in the order: PAX8 reporter, PGC1a acetyl inh, FN deposit inh, EWS-Fli inh, Casp6 inh, LGR2 antag, miR-122 sensor, Cneo AK release
# Cn1nc(C(=O)Nc2cccc(C(F)(F)F)c2)c2ccccc2c1=O across the screens: 13.0, 9.2, -6.8, ., ., ., 21.5, -2.0
# Cc1cc(NC(=O)NC(=O)c2ccccc2)no1 across the screens: -115.6, -8.1, -2.9, -82.4, -2.2, -53.7, -4.2, -2.4
# COc1cccc(NC(=O)NC2CCCc3ccccc32)c1 (stereo unspecified) across the screens: 14.2, -1.5, 5.9, -7.6, 1.1, 20.0, -1.9, 24.9

# Source: PubChem BioAssay
